Screening results as filed in PubChem.
HIF activator = HIF pathway transcriptional activators, primary screen, cell-based, U2OS HRE-luciferase, luminescence; AID 1910, 2009; activation, % at 7.5 µM (by protocol); hit rate 0.32% among 300,000; U2OS HRE-luciferase reporter; normalized: DMSO 0%, desferrioxamine 100%;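 active = mean activation of at least 10% of the iron chelator positive control signal, with at least half of replicates also reaching 10%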
KLF5 inh = KLF5 expression inhibitors, primary screen, DLD-1 cells, luminescence; AID 1700, 2009; DLD-1 KLF5 promoter-luciferase reporter; inhibition, % at 5 µM; hit rate 0.23% among 290,000;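 active = inhibition above a per-plate limit of that plate's mean compound inhibition plus 3 SD, cut at about 60% in these data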;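 also: 0% = DMSO wells and 100% = LY294002 at 200 µM; higher means less KLF5 promoter-driven luciferase light; inactives centre near -14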
SKKanGAS inh = S. pyogenes SKKanGAS growth inhibitors in kanamycin, primary screen, streptokinase expression inhibitor project, SKKanGAS strain, BacTiter-Glo luminescence | inhibition, % at 7.5 µM | hit rate 1.3% among 300,000 | 6 h | AID 1662, 2009;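 active = mean replicate score, as percent of positive control median, at least 50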;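 also: strain carries kanamycin resistance gene driven by streptokinase promoter and grows in 40 µg/ml kanamycin; loss of luminescence reflects streptokinase promoter inhibition or plain growth inhibition; 0% = median of DMSO wells and 100% = positive control at its reference dose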
TRPC6 inhibitor = mouse TRPC6 channel inhibitors, primary screen, cell-based, HEK293, membrane potential dye. Short transient receptor potential channel 6 (Mus musculus), Q61143. ACh-evoked depolarization; active compounds read low. B-score at 10 µM. hit rate 1.1% among 310,000. AID 2553, 2010;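 active = B-score under library mean minus 3 SD, initial fluorescence not abnormally high, positive integrated signal ratio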;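 also: B-score derived from integrated fluorescence ratio over the kinetic read; more negative B-score means stronger inhibition of depolarization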
aSyn UTR inh = MLPCN primary screen, SNCA 5' untranslated region; hit rate 0.82% among 300,000; alpha-synuclein 5'UTR reporter, inhibitor activity; inhibition, % (tested at 7.5 µM); AID 1813, 2009; in the data active = inhibition above about 60%;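 also: H4 neuroglioblastoma cells stably carrying SNCA 5'UTR luciferase fusion; 0% = DMSO wells and 100% = positive control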
TRPC4 act = activators of mouse TRPC4 channel, primary screen, Fluo4 calcium, HEK293 TRPC4beta/mu-opioid cells; B-score at 10 µM; hit rate 0.49% among 310,000; Short transient receptor potential channel 4 (Mus musculus), Q9QUQ5; Fluo4 calcium fluorescence; active compounds read high;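 active = B-score above 5 SD of library B-scores, and initial fluorescence ratio not above library mean plus 5 SD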;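 also: positive B-score marks a calcium rise read as TRPC4 activation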
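System – HEK293 cells stably co-expressing mouse TRPC4beta and mu-opioid receptor · Signal – Fluo4 calcium-sensitive dye fluorescence, kinetic, 1 Hz baseline · Benchmarks – buffer (low) and maximal DAMGO (high) · Read-out – B score of integrated fluorescence ratio per well · Incubation – dye loading 45 min room temperature, 110 s kinetic read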
MrgX1 antag = antagonists of human MrgX1 receptor, primary screen, HEK293 cells, Fluo-4 calcium flux; Mas-related G-protein coupled receptor member X1 (Homo sapiens), Q96LB2; BAM8-22 antagonism; active compounds read low; B-score at 10 µM; hit rate 1.3% among 310,000;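 active = calcium-response B-score plate-corrected more than 3 library SD below zero, starting fluorescence within 5 deviations, no agonist response on first addition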;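 also: peak minus trough fluorescence over baseline after final BAM8-22 challenge near maximal dose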
Target sequence (Q96LB2 whole entry, looked up): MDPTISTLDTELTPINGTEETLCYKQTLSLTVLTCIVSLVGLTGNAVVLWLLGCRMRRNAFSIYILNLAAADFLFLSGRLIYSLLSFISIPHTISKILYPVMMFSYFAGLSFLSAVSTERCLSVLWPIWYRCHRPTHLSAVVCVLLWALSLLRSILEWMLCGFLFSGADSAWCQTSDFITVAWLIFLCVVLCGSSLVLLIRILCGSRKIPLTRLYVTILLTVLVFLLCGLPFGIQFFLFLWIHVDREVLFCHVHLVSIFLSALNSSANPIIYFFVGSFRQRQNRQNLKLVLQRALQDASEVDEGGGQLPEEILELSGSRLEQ
IEC-6 tox = cytotoxicity in IEC-6 intestinal epithelial cells, primary screen, cytotoxicity control for KLF5 inhibitor project, cell-based, luminescence | inhibition, % at 5 µM | hit rate 0.78% among 290,000 | IEC-6 cytotoxicity, luminescence viability | AID 1825, 2009; in the data active = inhibition above about 22%;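 also: 0% = plate median of test compound wells and 100% = cytotoxic reference compound wells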
TRPC6 activator = mouse TRPC6 channel activators, primary screen, cell-based, HEK293, membrane potential dye; HEK293-TRPC6 membrane potential dye fluorescence; active compounds read high; B-score at 10 µM; hit rate 0.13% among 310,000;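 active = B-score of the integrated fluorescence ratio above library mean plus 3 SD, and starting fluorescence ratio within library mean plus 5 SD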;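 also: higher score means more depolarization so channel activation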
TRPC4 inh = inhibitors of mouse TRPC4 channel, primary screen, Fluo4 calcium, HEK293 TRPC4beta/mu-opioid cells; DAMGO-evoked Fluo4 calcium flux; active compounds read low; B-score at 10 µM; hit rate 0.39% among 300,000; AID 2247, 2010;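 active = B-score over 3 SD under the library average, no early fluorescence shift, positive overall ratio signal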
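Assay system: Stable TRPC4beta/mu-opioid receptor HEK293 cells | Reagent: DAMGO in two steps, submaximal then maximal | Compound dosing: Single concentration per test compound | Signal: Fluo4 Ca2+ flux fluorescence | Evaluation: Per-well B score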
TRPC4 PAM = positive allosteric modulators of TRPC4, primary screen, cell-based, mouse TRPC4beta, HEK293 mu-opioid, Fluo-4 calcium. Short transient receptor potential channel 4 (Mus musculus), Q9QUQ5. DAMGO EC20, Fluo-4 Ca2+ flux; active compounds read high. B-score at 10 µM. hit rate 0.42% among 310,000;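 active = B-score of calcium response area above 5 SD of library B-scores, with initial fluorescence ratio within 5 SD of library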;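 also: B-score of integrated fluorescence ratio over time as area under calcium response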
Starred values were filed as active, the others as inactive; i = inactive; x = not tested or not shown.

SMILES | HIF activator | KLF5 inh | SKKanGAS inh | TRPC6 inhibitor | aSyn UTR inh | TRPC4 act | MrgX1 antag | IEC-6 tox | TRPC6 activator | TRPC4 inh | TRPC4 PAM
Cc1ccc(S(=O)(=O)/N=C(/c2ccccc2)N2CCOCC2)cc1 | -0.2 | -24 | -4 | i | -8 | i | i | -2 | i | i | i
C=CCNC(=O)c1cccc(OC2CCN(CC(C)(C)C)CC2)c1 | -0.2 | -56 | -1 | i | -4 | i | i | 4 | i | i | i
CC(NC(=O)c1ccccc1Cl)c1nnc(SCC(=O)Nc2ccc(C(=O)O)cc2)n1C (stereo unspecified) | -0.5 | 6 | -1 | i | -9 | i | i | 9 | i | i | i
COc1ccc2oc(C(=O)OCC(=O)Nc3ccc(C(=O)N(C)C)cc3)c(C)c2c1 | 0.6 | -23 | -6 | i | -15 | i | i | -4 | i | i | i
CCS(=O)(=O)c1cc([N+](=O)[O-])c(Sc2ccccc2NC(C)=O)s1 | 0.9 | -15 | -11 | i | -40 | i | i | 4 | i | i | i
CC1Cc2ccccc2N1CC(=O)NC(=O)NC1CCCCC1 (stereo unspecified) | 0.0 | -2 | -1 | i | -9 | i | i | 5 | i | i | i
O=C(Cn1cnc2scc(-c3ccc(Br)cc3)c2c1=O)N1CCOCC1 | 0.1 | 0 | -3 | i | -15 | i | i | -4 | i | i | i
CCNC(=S)Nc1ccc(NC(=O)c2ccccc2O)cc1 | 0.5 | -11 | 8 | i | -21 | i | i | 2 | i | i | i
Cc1ccccc1Nc1nc(N)nc(CSc2nnnn2C)n1 | 0.7 | -93 | 5 | i | -109 | i | i | -3 | i | i | i
CC(C)(Oc1ccc(Cl)cc1)C(=O)NC1CCCCC1 | 0.0 | x | -4 | i | -5 | i | i | x | i | i | i
Oc1ccc2ccc3cccc[n+]3c2c1 | 0.0 | 7 | -2 | i | -10 | i | i | 5 | i | i | i
COc1ccc(-c2nn(CC(=O)NCCc3ccccc3)c(=S)n2C)cc1 | 0.2 | -17 | -3 | i | -22 | i | i | -6 | i | i | i
O=C(C1=C[C@H](c2coc3ccccc3c2=O)C[C@H](OCc2ccc(CO)cc2)O1)N1CCOCC1 | -0.1 | 13 | -5 | i | 21 | i | i | -7 | i | i | i
Cc1cc2nnc(SC(C)C)n2c2ccccc12 | 0.2 | -42 | -8 | i | -9 | i | i | -2 | i | i | i
CCC(C(=O)Nc1nnc(-c2ccco2)s1)c1ccccc1 (stereo unspecified) | x | -15 | -1 | i | x | i | i | -7 | i | i | i
COC(=O)[C@H](Cc1ccccc1)NC(=O)[C@@H]1C[C@H]1[C@@H](NC(=O)OCc1ccccc1)c1ccccc1 | 1.4 | -20 | 7 | i | -26 | i | i | -4 | i | i | i
COc1cccc(C2C(C(=O)NCc3ccccc3)=C(C)Nc3ncnn32)c1 (stereo unspecified) | -0.6 | 10 | 1 | i | 3 | i | i | -7 | i | i | i
CS(=O)(=O)N1CCc2cc(S(=O)(=O)NCCNS(=O)(=O)c3ccc4c(c3)CCN4S(C)(=O)=O)ccc21 | 0.0 | 1 | 12 | i | 14 | i | i | 1 | i | i | i
COc1ccc(CCNC(=O)c2c(C)nn(-c3ccccc3)c2Cl)cc1 | -0.5 | -4 | 16 | i | 15 | i | i | -2 | i | i | i
O=C1CCCc2c1cnc1ncnn21 | -0.3 | -26 | -12 | i | 6 | i | i | -10 | i | i | i

Looked up by structure from the list above (3):
SMILES | HIF activator | KLF5 inh | SKKanGAS inh | TRPC6 inhibitor | aSyn UTR inh | TRPC4 act | MrgX1 antag | IEC-6 tox | TRPC6 activator | TRPC4 inh | TRPC4 PAM
CS(=O)(=O)N1CCc2cc(S(=O)(=O)NCCNS(=O)(=O)c3ccc4c(c3)CCN4S(C)(=O)=O)ccc21 | 0.0 | 1 | 12 | i | 14 | i | i | 1 | i | i | i
Cc1ccc(S(=O)(=O)/N=C(/c2ccccc2)N2CCOCC2)cc1 | -0.2 | -24 | -4 | i | -8 | i | i | -2 | i | i | i
CC(C)(Oc1ccc(Cl)cc1)C(=O)NC1CCCCC1 | 0.0 | x | -4 | i | -5 | i | i | x | i | i | i

Continued:
SMILES | HIF activator | KLF5 inh | SKKanGAS inh | TRPC6 inhibitor | aSyn UTR inh | TRPC4 act | MrgX1 antag | IEC-6 tox | TRPC6 activator | TRPC4 inh | TRPC4 PAM
Cc1ccc(Cl)cc1NC(=O)C1CC1c1ccccc1 (stereo unspecified) | -8.6 | -37 | 0 | i | 0 | i | i | 3 | i | i | i
COC(=O)NCC(c1cccnc1)N1CCN(c2ccccc2F)CC1 (stereo unspecified) | -0.2 | -13 | -2 | i | -21 | i | i | -3 | i | i | i
O=C(NCc1cccnc1)c1ccc(NC(=O)c2cccc([N+](=O)[O-])c2)cc1 | -0.1 | -11 | -1 | i | 4 | i | i | 75* | i | i | i
Cc1ccc(NC(=O)c2ccccc2)s1 | -0.9 | -168 | -2 | i | -48 | i | i | 5 | i | i | i
N#C/C(=C\c1ccccc1[N+](=O)[O-])C(=O)NCc1ccccc1 | -1.3 | -12 | 5 | i | -18 | i | i | 4 | i | i | i
CCOc1ccc(C(=O)N2CCN(Cc3ccccc3)CC2)cc1OCC | 2.0 | -37 | 3 | i | 25 | i | x | 1 | i | i | i
CCCn1c(NC(=O)c2ccccc2)nc2ccccc21 | 0.7 | -45 | 69* | i | 35 | i | i | 13 | i | i | i
O=C1CS/C(=C/C(=O)c2ccccc2)N1 | 0.0 | -25 | -1 | i | -28 | i | i | -1 | i | i | i
COC(=O)C(CC(C)C)NC(=O)c1ccc([N+](=O)[O-])cc1 (stereo unspecified) | -2.2 | -6 | 0 | i | 0 | i | i | 2 | i | i | i
CCOc1ccc(C(=S)N2CCOCC2)cc1 | 0.0 | 12 | -5 | i | 4 | i | i | 3 | i | i | i
O=c1cc(O)c2c(=O)[nH]c(=O)n(-c3ccccc3)c2[nH]1 | x | -9 | -1 | i | x | i | i | 0 | i | i | i
COc1ccc(NC(=O)Nc2ccc(F)cc2)cn1 | 1.8 | -27 | 4 | i | -65 | i | i | 1 | i | i | i
Cc1ccc2c(c1)CCCN2C(=O)c1cc(C)on1 | 0.1 | -9 | -10 | i | 0 | i | i | -2 | i | i | i
O=C(Nc1ccccn1)c1cc2cc([N+](=O)[O-])ccc2s1 | 3.2 | -57 | 20 | i | -158 | i | i | 12 | i | i | i
CCOC(=O)C1CCN(C(=O)C(CC)c2ccccc2)CC1 (stereo unspecified) | -0.3 | -4 | -15 | i | -12 | i | i | -2 | i | i | i
O=C(CSc1nnc2ccccn12)NNC(=O)c1ccc(Cl)cc1 | -0.1 | 7 | -6 | i | -6 | i | i | 5 | i | i | i
O=S(=O)(c1ccc(-n2cnnn2)cc1)N1CCC(N2CCCCC2)CC1 | 0.5 | -17 | -12 | i | -5 | i | i | 0 | i | i | 12*
COc1ccc(N2CCN(C(CNC(=O)C(=O)NCc3ccc4c(c3)OCO4)c3ccco3)CC2)cc1 (stereo unspecified) | -0.2 | -11 | -7 | i | -11 | i | i | 4 | i | i | i
CC1(C)CC(=O)C=C(Nc2ccccn2)C1 | -0.2 | -3 | 6 | i | 6 | i | i | 0 | i | i | i
O=C(Nc1ccccc1Cl)c1ccc2ccccc2c1 | 0.4 | -5 | 6 | i | 4 | i | i | 6 | i | i | i
CCOC(=O)c1sc2nc(N3CCOCC3)c3c(c2c1N)CC(C(C)C)OC3 (stereo unspecified) | -0.4 | -31 | -23 | i | 14 | i | i | 0 | i | i | i
Cc1occc1C(=O)NNC(=O)C1CC1 | 0.1 | -1 | 2 | i | -7 | i | i | 0 | i | i | i
COc1cccc(S(=O)(=O)Nc2ccc(C(=O)N3CCN(C(=O)c4ccco4)CC3)cc2)c1 | -0.3 | -14 | 2 | i | 23 | i | i | -1 | i | i | i
COc1ccc(CNC(=O)Nc2cccc3ccccc23)cc1 | 0.1 | -45 | -4 | i | -5 | i | i | -3 | i | i | i
O=C(COc1ccccc1)N1CCN=C1SCc1ccc(F)cc1 | -0.3 | 13 | 2 | i | 11 | i | i | -1 | i | i | i
O=C(O)c1c(C(=O)O)c(-c2ccc(F)cc2)n2c1CCC2 | -1.0 | -5 | 4 | i | 3 | i | i | -4 | i | i | i
COc1ccc(C(=O)CC(=O)c2ccc(C)cc2)c(O)c1 | 2.2 | -56 | 40 | i | -97 | i | i | 0 | i | i | i
CCOC(=O)C(=CNc1ccc(Cl)cn1)C(=O)OCC | 1.8 | -8 | -3 | i | 14 | i | i | 0 | i | i | i
O=C(Nc1ccccc1)Nc1nnc(Cc2ccccc2F)s1 | 2.2 | -27 | -4 | i | -36 | i | i | -1 | i | i | i
CCCN(CCC)S(=O)(=O)c1ccc(C(=O)NCc2n[nH]c(=S)n2-c2ccc(Cl)c(Cl)c2)cc1 | -0.1 | -28 | 3 | i | -23 | i | i | 4 | i | i | i
Cc1nn(C(C)C)c(C)c1CN1CCC(C(=O)Nc2cccc(-c3cccc(F)c3)c2)CC1 | -1.0 | -30 | -6 | i | -15 | i | i | 0 | i | i | i
Cc1ccc(S(=O)(=O)Nc2ccccc2CNc2ccccn2)cc1 | 0.5 | -21 | -26 | i | -75 | i | i | -8 | i | i | i
CCOC(=O)CCNC(=O)N1CCCC(C(=O)c2ccccc2SC)C1 (stereo unspecified) | 0.1 | 2 | -9 | i | 13 | i | i | 2 | i | i | i
C=CCn1cc(-c2ccccc2)cc(C#N)c1=O | -0.4 | -16 | -21 | i | 13 | i | i | 4 | i | i | i
COc1cccc(/C=C2\NC(=O)NC2=O)c1O | 0.8 | -31 | -5 | i | -56 | i | i | 0 | i | i | i
Cc1nnc(C)c2c(C)n(C(C)c3ccccc3)c(C)c12 (stereo unspecified) | -0.3 | -14 | -6 | i | -33 | i | i | 2 | i | i | i
COc1cc(S(=O)(=O)N2CCOCC2)ccc1N | -0.3 | -28 | -4 | i | 5 | i | i | -1 | i | i | i
O=C1/C(=C/c2ccc(O)c([N+](=O)[O-])c2)SC(=S)N1Cc1ccccc1 | -0.2 | -11 | 30 | i | 3 | i | -5.7* | 2 | i | i | i
S=C(c1ccc(-c2ccccc2)cc1)N1CCOCC1 | -0.3 | -35 | 7 | i | 64* | i | i | -9 | i | i | i
